# NR2E3 ag-1: activates human photoreceptor nuclear receptor NR2E3; GST-NR2E3/biotin-RetCOR TR-FRET, 1536-well; inhibition of corepressor binding, % at 4.78 µM; hit rate 0.12% among 320,000; AID 2300;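 active means percent inhibition above the cutoff of mean plus 3 SD of all tested compounds, set per screening campaign, cut at about 20% in these data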;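 further: 0% = DMSO wells and 100% = biotin wells as full block of FRET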
# Target sequence (Q9Y5X4 whole entry, looked up): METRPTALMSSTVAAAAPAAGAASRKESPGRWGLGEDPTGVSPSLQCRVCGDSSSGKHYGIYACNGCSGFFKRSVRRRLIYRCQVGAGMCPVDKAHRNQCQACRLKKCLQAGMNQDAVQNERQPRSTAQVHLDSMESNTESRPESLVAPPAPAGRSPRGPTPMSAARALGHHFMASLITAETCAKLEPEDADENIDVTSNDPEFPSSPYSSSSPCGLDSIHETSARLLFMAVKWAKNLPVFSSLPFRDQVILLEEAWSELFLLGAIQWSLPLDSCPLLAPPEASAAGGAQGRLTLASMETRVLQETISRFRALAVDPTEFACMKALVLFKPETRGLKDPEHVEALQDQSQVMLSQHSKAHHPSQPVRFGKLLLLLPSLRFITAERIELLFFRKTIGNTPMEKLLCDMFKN
#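 Material – GST-tagged NR2E3 plus biotinylated RetCOR corepressor · Quantity – NR2E3 fusion 1.35 nM · Times – 5 h incubation at 4 °C · Medium – pH 7.5 Tris-based buffer · Technique – TR-FRET, Eu(K)-anti-GST donor, streptavidin-D2 acceptor, ex 340, em 617/671 nm · Benchmarks – high control biotin, low control 0.6% DMSO · Format – 1536-well plates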
# TWEAK-Fn14 inh: TWEAK-Fn14 signaling inhibition; TWEAK-stimulated Fn14 reporter cells, luciferase luminescence, 8 h; inhibition, % at 10 µM; hit rate 2% among 360,000; AID 1159606; in the data active means inhibition above about 50%
# CF NFkB block: inhibitors of cystic fibrosis induced NF-kB; inhibition, % at 5 µM; hit rate 0.86% among 360,000; AID 588850; KKLEB NF-kB-GFP reporter, PAF-induced, GFP fluorescence overnight;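 active means at least 50% inhibition at 5 µM, scaled per plate between neutral and stimulator controls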;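 further: PAF is a Pseudomonas aeruginosa culture filtrate used as stimulus; plate controls were PAF-stimulated DMSO wells for no effect and unstimulated DMSO wells for full effect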
# HIF-2a inh: blocks HIF-2a reporter activity | 786-0 RCC cells HIF-2a reporter, luciferase luminescence, overnight | inhibition, % at 18.8 µM | hit rate 0.72% among 360,000 | AID 624352;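 active means inhibition of the luminescence signal of 40% or more relative to plate controls, in a single-dose primary screen at 18.75 µM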
# Peg3 promoter: reduces Peg3 promoter-driven luciferase expression in HeLa; HeLa PEG-Prom luciferase reporter, luminescence, overnight; inhibition, % at 20 µM; hit rate 1.7% among 360,000;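 active means inhibition of at least 50% at 20 µM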
# Shn3 inh set2: inhibitors of Schnurri-3 3'UTR reporter in osteoblasts; Clone20 osteoblast Shn3 3'UTR firefly luciferase, 24 h; inhibition, % at 12.5 µM; hit rate 0.52% among 360,000; AID 588674;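 active means mean inhibition of at least 75% with every replicate also reaching 75%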;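 further: 0% = median of neutral control wells and 100% = pilot-screen positive control compound; some compounds past the cut are filed as inactive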
# MITF TRPM1 inh: MITF TRPM1 promoter inhibition in SK-MEL-5 cells | SK-MEL-5 TRPM1 promoter luciferase, 24 h | AID 488899 | inhibition, % at 12.5 µM | hit rate 0.83% among 330,000;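 active means mean inhibition across replicates of 60% or more, whatever share of single replicates reaches that level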; further: values of inactives mirror those of a sister screen read the other way
# KKLEB cytotox: reduces viability of KKLEB cystic fibrosis airway cells. KKLEB CF airway cells viability, ATPlite luminescence, overnight; active compounds read low; cells stimulated with P. aeruginosa culture filtrate. activity change (cytotoxicity), % at 5 µM. hit rate 0.36% among 360,000;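 active means corrected activity change at or below -50% at 5 µM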
# NR2E3 ag-2: human photoreceptor-specific nuclear receptor agonism; hit rate 0.35% among 360,000; Q9Y5X4; inhibition of corepressor binding, % at 3.98 µM; CHO-S Gal4-NCOR/VP16-NR2E3 two-hybrid, luciferase; AID 602229;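 active means inhibition above the mean of all tested compounds plus 3 SD, cut at about 70% in these data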;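 further: 0% = DMSO with NR2E3 transfected cells and 100% = cells lacking NR2E3 construct; higher means lower luciferase signal from less NR2E3 corepressor binding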
# TROY NFkB inh: blocks TROY-dependent signaling in reporter cells; Q293 LMP1-TROYcd NF-kB luciferase reporter, 4 h; inhibition, % at 10 µM; hit rate 0.98% among 360,000; AID 1347056;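 active means compounds whose plate-normalised and pattern-corrected inhibition of the luciferase reporter signal at the single screening dose is 50% or more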
# C8 TRAIL sens: caspase-8 TRAIL sensitization | AID 624354 | NB7+C8 cells + TRAIL, ATPlite viability luminescence | inhibition (viability loss, TRAIL sensitization), % at 10 µM | hit rate 1% among 360,000;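 active means compounds causing at least 50% loss of cell viability in the single-dose screen, relative to plate controls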
# The depositor's hits bear a star; . = no result given.
nr	Compound	NR2E3 ag-1	TWEAK-Fn14 inh	CF NFkB block	HIF-2a inh	Peg3 promoter	Shn3 inh set2
1	Cn1c(=O)c2c(nc3sccn32)n(C)c1=O	2	0	-15	13	-6	1
2	Cn1c(SCC(=O)N2CCOCC2)nnc1-c1ccccc1	1	18	17	-4	-11	7
3	O=C(Cc1ccc(S(=O)(=O)N2CCCC2)s1)N1CCOCC1	-1	-7	-11	-18	-13	-9
4	CCCCc1ccc(S(=O)(=O)Nc2ccc(C)c(NS(C)(=O)=O)c2)cc1	2	8	4	19	24	9
5	Cc1ccc2nc(SC(C)C(=O)Nc3cccc([N+](=O)[O-])c3)[nH]c2c1 (stereo unspecified)	0	25	14	-4	26	28
6	Cc1cccc(C)c1NC(=O)NN1C(C)CCCC1C (stereo unspecified)	0	-10	8	16	-3	29
7	CC(C)NC(=O)c1ccc2c(c1)N(CC(=O)N1CCCC1)C(=O)C(C)(C)O2	-1	10	-5	16	25	-2
8	Cc1cc(C)nc(NC2=NCCN2C(=S)Nc2ccc(C)c(C)c2)n1	2	3	2	-11	9	8
9	Cc1ccc(Sc2ncccc2C(=O)O)c(C)c1	-2	-1	-4	15	-2	-18
10	Cc1ccc(NC(=O)CNC(=O)c2ccco2)c(Cl)c1	-1	12	16	-45	-35	13
11	COc1ccc(C(C)=O)cc1CN(c1ccccc1OC)S(=O)(=O)c1cccs1	4	-2	1	21	24	2
12	Cc1ccc(C(=O)N/C(=C\c2cccc([N+](=O)[O-])c2)C(=O)Nc2cccc(C(=O)O)c2)cc1	5	-1	12	2	-1	10
13	O=C(Nc1ccccc1F)c1ccc2sc([C@H]3C[C@H](O)[C@@H](CO)O3)nc2c1	.	-10	-12	-181	-191	-104
14	O=C(O)c1ccc(NC(=S)NC(=O)c2cccc(COc3ccccc3)c2)cc1	0	-10	32	-39	-13	-16
15	COc1ccc(Cl)cc1S(=O)(=O)N1CCCC(C(=O)NCc2ccncc2)C1 (stereo unspecified)	0	-12	9	9	7	31

nr	MITF TRPM1 inh	KKLEB cytotox	NR2E3 ag-2	TROY NFkB inh	C8 TRAIL sens
1	2	12	17	13	-3
2	4	-6	5	18	-9
3	2	-1	-15	-5	-9
4	7	6	21	14	-5
5	15	-11	-11	12	1
6	4	13	-22	-29	-5
7	3	-12	1	-30	-2
8	-2	0	4	7	-15
9	-5	-2	-7	-17	-12
10	-11	3	-32	-21	-17
11	-9	0	-38	-19	13
12	16	-3	6	-4	1
13	.	8	-77	-33	-1
14	-15	-18	-94	-34	-1
15	0	-1	-17	-5	3

# Next section
nr	Compound	NR2E3 ag-1	TWEAK-Fn14 inh	CF NFkB block	HIF-2a inh	Peg3 promoter	Shn3 inh set2
16	S=C1NC[C@H](Cc2ccccc2)N1CC1CCN(CCCC2CCCC2)CC1	.	0	-9	-10	11	-26
17	O=C(Nc1ccn(CCCNCCc2ccccn2)c(=O)n1)OCc1ccccc1	.	19	-3	-8	12	-19
18	Cc1nc(N2CCN(c3ccccc3)CC2)nc2c1C(=O)CCC2	0	-1	-22	-41	10	21
19	Cc1cccc(Oc2ncc(-c3ccc(Cl)cc3)cn2)c1C	3	-17	23	-60	-19	-10
20	COC(=O)CNc1cc(S(=O)(=O)N2CCCCC2)ccc1Oc1cccc(C)c1	4	3	2	2	12	3
21	CC(C)(C)C(=O)Nc1ccc(N2CCN(c3ccc(C(F)(F)F)cn3)CC2)nc1	-4	11	8	13	11	50
22	Cc1ccccc1S(=O)(=O)N1C[C@H]2CON(C)[C@H]2C[C@H]1c1cccc(Br)c1	.	-6	-4	7	5	-12
23	Oc1c(Cl)cc(Oc2cc(Cl)c(O)c(CN3CCOCC3)c2)cc1CN1CCOCC1	.	0	18	8	8	9
24	O=C(O)C/C(=C\c1cc2c(cc1Br)OCO2)c1nc2ccccc2s1	3	32	-7	6	1	-9
25	Cc1[nH]c2ccc(C(=O)OC(C)C(=O)NC3CCCCC3C)cc2c1C (stereo unspecified)	2	-6	0	7	24	-10
26	COC(=O)c1[nH]c(=O)c2ccccc2c1O	-2	1	8	1	6	-27
27	O=C(c1ccc(CS(=O)(=O)c2ccccc2)o1)N1CCOCC1	0	7	-22	3	2	-7
28	CN(C)CCN(C(=O)C1=COCCO1)c1nc2ccc(F)cc2s1	-1	-8	3	-134	-95	-31
29	CCOc1ccc(S(=O)(=O)Nc2cc(S(=O)(=O)N(CC)CC)ccc2N2CCCC2)cc1	0	-15	30	4	-56	19
30	COc1cc(/C=C2/SC(=S)N(Cc3ccccc3)C2=O)cc(Cl)c1O	3	65*	-204	-8	48	6

nr	MITF TRPM1 inh	KKLEB cytotox	NR2E3 ag-2	TROY NFkB inh	C8 TRAIL sens
16	-14	2	8	-3	25
17	.	-2	-1	-5	-18
18	-17	4	-9	17	-12
19	-22	-7	3	9	1
20	4	-3	4	9	20
21	8	-6	-5	5	-10
22	-11	-3	-14	4	10
23	0	4	-23	7	1
24	4	2	-14	13	-2
25	19	9	-8	-8	1
26	8	-6	-34	-5	-7
27	18	5	21	3	-10
28	-16	9	-9	-20	-13
29	-1	-7	15	11	11
30	2	-5	35	51*	0

# Next part
nr	Compound	NR2E3 ag-1	TWEAK-Fn14 inh	CF NFkB block	HIF-2a inh	Peg3 promoter	Shn3 inh set2
31	Cc1ccc(CNC(=O)CN(C)C2=NS(=O)(=O)c3ccccc32)cc1	4	16	-21	-1	12	44
32	O=C(CCc1nc(-c2ccccc2)no1)Nc1cc(C(F)(F)F)ccc1Cl	-3	-10	-8	-4	18	-3
33	COc1ccc(C(=O)NCCNC(=O)c2ccccn2)cc1	3	-3	3	8	-8	6
34	CCOc1ccc(NC(=O)Cc2nnc(SCC(=O)N3CCOCC3)n2C)cc1	-1	-21	-10	5	-13	-55
35	COc1ccc(/C=N\NC(=O)/C(=C\Nc2nccc(C)n2)NC(=O)c2ccccc2)cc1	0	71*	4	-12	-14	15
36	CO/N=C/C1C(=O)NN=C1c1ccccc1 (stereo unspecified)	1	9	-10	16	-2	4
37	Cc1ccc(O)c(C(CC(=O)NC(C)C)c2ccccc2)c1 (stereo unspecified)	2	-5	20	14	6	0
38	CC(C)Nc1nc2nonc2nc1Nc1ccccc1	3	5	-2	16	18	0
39	O=C(Nc1ccc2c(c1)CCCN2C(=O)c1cccs1)c1c(F)cccc1Cl	3	-79	18	-23	22	23
40	CCc1nc2sc3c(=O)[nH]cnc3c2c2c1CSC(C)(C)C2	1	-16	18	18	18	.
41	COc1ccc(/C=N\NC(=O)COc2ccc(C(C)(C)C)cc2)cc1Cn1nc(C)cc1C	3	3	5	-11	6	20
42	Cc1onc(-c2ccccc2Cl)c1C(=O)N1CCN=C1SCc1cccnc1	-3	21	6	20	12	16
43	COc1ccc(S(=O)(=O)Nc2cccc3c2O[C@H](CN(C)C(=O)Nc2ccc(C(F)(F)F)cc2)[C@@H](C)CN([C@H](C)CO)C3=O)cc1	.	14	3	21	-7	20
44	COc1ccc(-c2ocnc2C(=O)Nc2ccccc2N2CCCCC2)cc1	-3	24	5	-7	14	12
45	Cc1ccc(/C=N/N2C(=O)C3C(C2=O)C2C=CC3C23CC3)o1 (stereo unspecified)	0	-6	1	-31	-28	-4

nr	MITF TRPM1 inh	KKLEB cytotox	NR2E3 ag-2	TROY NFkB inh	C8 TRAIL sens
31	7	5	13	13	2
32	6	1	-3	9	5
33	2	13	-33	4	-13
34	-13	-11	-4	0	-22
35	-23	-5	-10	.	4
36	3	1	-13	5	-5
37	-4	-4	17	-18	-2
38	-1	-1	-17	36	-5
39	1	-7	37	3	-8
40	-10	0	20	10	-6
41	8	1	-9	-4	19
42	2	2	8	4	-11
43	3	-7	8	-1	-5
44	-8	-1	-22	6	-3
45	-10	2	-10	5	-2

# Next structures.
nr	Compound	NR2E3 ag-1	TWEAK-Fn14 inh	CF NFkB block	HIF-2a inh	Peg3 promoter	Shn3 inh set2
46	COc1ccc(Cl)cc1NC(=S)N1CCN(c2ncccn2)CC1	4	-5	2	7	-2	-1
47	COC(=O)C1=C(C)N(c2ccc(C)c(C)c2)/C(=C/c2ccco2)C1=O	-1	1	21	39	25	-12
48	CCCCN(CC)C(=O)c1ccc2c(c1)OCO2	2	-23	11	5	-7	16
49	COc1cc(C(=O)NC(=S)NCc2ccncc2)cc(OC)c1OC	.	-14	11	1	9	9
50	CS(=O)(=O)N(Cc1ccccc1)c1ccc(C(=O)N2CCOCC2)cc1	-1	-5	10	9	2	15
51	Cc1ccc(/C=C(\NC(=O)c2ccc(C)cc2)C(=O)NCCCn2ccnc2)cc1	1	3	6	7	9	-4
52	CNC(=O)c1c(NC(=O)CS(=O)(=O)c2ccc(Cl)cc2)sc(C)c1C	0	0	7	13	7	16

nr	MITF TRPM1 inh	KKLEB cytotox	NR2E3 ag-2	TROY NFkB inh	C8 TRAIL sens
46	-11	2	-3	-13	-3
47	-3	-22	-22	-7	-5
48	-9	-9	-21	-3	0
49	.	-13	-35	3	14
50	4	-10	-10	-7	-21
51	11	-9	-7	2	-3
52	11	-6	25	12	2

# Among those listed so far, six contain fluorine.
nr	Compound	NR2E3 ag-1	TWEAK-Fn14 inh	CF NFkB block	HIF-2a inh	Peg3 promoter	Shn3 inh set2
13	O=C(Nc1ccccc1F)c1ccc2sc([C@H]3C[C@H](O)[C@@H](CO)O3)nc2c1	.	-10	-12	-181	-191	-104
21	CC(C)(C)C(=O)Nc1ccc(N2CCN(c3ccc(C(F)(F)F)cn3)CC2)nc1	-4	11	8	13	11	50
28	CN(C)CCN(C(=O)C1=COCCO1)c1nc2ccc(F)cc2s1	-1	-8	3	-134	-95	-31
32	O=C(CCc1nc(-c2ccccc2)no1)Nc1cc(C(F)(F)F)ccc1Cl	-3	-10	-8	-4	18	-3
39	O=C(Nc1ccc2c(c1)CCCN2C(=O)c1cccs1)c1c(F)cccc1Cl	3	-79	18	-23	22	23
43	COc1ccc(S(=O)(=O)Nc2cccc3c2O[C@H](CN(C)C(=O)Nc2ccc(C(F)(F)F)cc2)[C@@H](C)CN([C@H](C)CO)C3=O)cc1	.	14	3	21	-7	20

nr	MITF TRPM1 inh	KKLEB cytotox	NR2E3 ag-2	TROY NFkB inh	C8 TRAIL sens
13	.	8	-77	-33	-1
21	8	-6	-5	5	-10
28	-16	9	-9	-20	-13
32	6	1	-3	9	5
39	1	-7	37	3	-8
43	3	-7	8	-1	-5

# Only part of the results is shown, so the mix of outcomes need not match the whole.
